Screening data as filed in PubChem BioAssay.
GAA glycogen: inhibitors or activators of human alpha-glucosidase glycogen cleavage; 300,000 tested, 0.38% active; AID 2100; P10253; recombinant GAA, glycogen substrate, Amplex Red glucose oxidase fluorescence; Potency, µM (highest dose often 76.4 µM), for the others: at the highest dose activity change, negative = inhibition, actives largely listed as inhibitors;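 also: 0% = full enzyme reaction and -100% = no-enzyme basal signal; the screen sought inhibitors and activators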
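Natural-substrate format: glycogen cleavage by 4 nM human enzyme, glucose read by Amplex Red coupling (Ex 573, Em 610 nm). Normalized to enzyme and no-enzyme controls.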
SMN2 splice up: SMN2 splice variant enhancement; HEK293 SMN2-luciferase splicing reporter, luminescence, 30-36 h; Potency, µM (top dose mostly 46.1 µM), for inactives: at the top dose activity change, positive = activation, hits mostly activators; 210,000 tested, 2.8% active; AID 1458; also: % of control where 0% means no effect; nearly all actives have a fitted effect of over 55% in size
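HEK293 cells carry an SMN2 minigene-luciferase reporter in which exon 7 inclusion puts luciferase in frame. Cells were seeded at 2000 cells/well, attached for 10-12 hours, then exposed to compounds for 30-36 hours at 37C before ONE-Glo luminescence.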
The depositor's hits bear a star; ? = inconclusive; & = joins results of further samples; [ ] = another dose, or the depositor's remark. Calls follow the shape of the dose curve; as a rule, active = well fitted curve in the direction sought with a large enough effect; inconclusive = small, poorly fitted or top-dose-only effect, or another doubt; inactive = no such curve, though single readings can be large; an effect the other way counts as inactive or inconclusive. Potency is read from the fitted curve at half-maximal effect. Only part of the results is shown (hit frequency here may not be typical).

mol	GAA glycogen	SMN2 splice up
COc1cc2nc(SCC(=O)Nc3ccccc3C)n3nc(CCn4c(C)nc5ccccc54)nc3c2cc1OC	-12%[76.3 µM]	-2%
Cc1ccc(CN2COc3c(Cl)cc4c(-c5ccccc5)cc(=O)oc4c3C2)cc1	11%[76.3 µM]	2%
COc1ccc(NC(=O)c2c(C(=O)Nc3ccccc3)sc3nc(C)cc(=O)n23)cc1	-8%[76.3 µM]	-1%
Cc1ccccc1Nc1c(-c2c[nH]c3ccccc23)nc2ccc(Cl)cn12	?	18%
CC1=C(C(=O)Nc2ccccc2)C(c2ccncc2)n2nc(SCc3ccccc3)nc2N1 (configuration not stated)	-13%[76.3 µM]	7%
CC(C)(Oc1ccc(Br)cc1)C(=O)Nc1cc(-c2nc3ccccc3[nH]2)ccc1Cl	-14%[76.3 µM]	6%
CCc1ccc(-n2c(=O)c3ccccc3n(Cc3ccccc3C#N)c2=O)cc1	7%[76.3 µM]	-11%
Cc1cc(C)c(NC(=O)Cn2c(=O)n(CC(=O)NCCc3ccccc3)c(=O)c3ccccc32)c(C)c1	-1%[76.3 µM]	9%
Cc1ccc(-c2cc(-c3ccc4c(c3)NC(=O)CO4)nc3c2COc2ccc(C)cc2-3)cc1	2%[76.3 µM]	2%
COc1ccc(/C=C\c2onc(C)c2S(=O)(=O)N2CCC(C(=O)Nc3ccc(Cl)cc3)CC2)cc1	19%[76.3 µM]	-4%
Cc1ccc(-c2nnc(Nc3cccc(O)c3)c3ccccc23)cc1S(=O)(=O)N1CCN(C)CC1	-13%[76.3 µM]	-3%
CCn1cc2nc(SCc3cccc(Cl)c3)n(Cc3ccc(C)cc3)c(=O)c2n1	-12%[76.3 µM]	-5%
COc1cc2c(cc1NC(=O)C(C)Oc1ccc(Cl)cc1Cl)oc1ccccc12 (configuration not stated)	15%[76.3 µM]	-12%
Cn1c(/C(C#N)=C/c2ccc(C(F)(F)F)cc2)nc2ccccc21	?	-10%
CCOC(=O)C1=C(CN2CCN(c3cc(C)ccc3C)CC2)NC(=O)NC1c1ccccc1 (configuration not stated)	-15%[76.3 µM]	4%
CCN(CC)CCCNC(=O)CSc1nc2nc(C)c(Cc3ccccc3C)c(C)n2n1	15%[76.3 µM]	7%
CC(C)c1ccc(C2N3CC4(C)CN2CC(c2ccccc2)(C3)C4=O)cc1 (configuration not stated)	0%[76.3 µM]	1%
COc1ccc(C2CC(=O)c3cc(-c4nc(-c5ccc(Cl)cc5)cs4)c(=O)[nH]c3C2)cc1 (configuration not stated)	-9%[76.3 µM]	-9%
Cc1ccc(-n2c(=O)c3sc4ccccc4c3n(C)c2=O)cc1F	10%[76.3 µM]	-6%
CCCCN(CC)CCNC(=O)Cn1cnc2sc(C)c(S(=O)(=O)N3CCC(C)CC3)c2c1=O	-5%&17%[76.3 µM]	-1%
CCc1ccc(OCC(=O)N(Cc2ccc(C)o2)C2CCS(=O)(=O)C2)cc1 (configuration not stated)	-4%[76.3 µM]	16%
CCOC(=O)c1ccc(N2C(=O)c3n[nH]c(C)c3C2c2ccc(O)c(OC)c2)cc1 (configuration not stated)	0%[76.3 µM]	-8%
COc1cccc(NC(=O)Cn2c(=O)n(-c3ccccc3)c(=O)c3ccc(C(=O)NCc4ccc5c(c4)OCO5)cc32)c1	15%[76.3 µM]	12%
CCc1cccc(C)c1NC(=O)C(CC)Sc1nc2ccncc2[nH]1 (configuration not stated)	16%[76.3 µM]	-15%
CCCCOc1ccc(C2C(C(=O)Nc3ccccc3OC)=C(C)Nc3nnnn32)cc1OC (configuration not stated)	-4%[76.3 µM]	-14%

Part of the list above in order of heavy-atom count, low to high.
mol	GAA glycogen	SMN2 splice up
CCc1ccc(OCC(=O)N(Cc2ccc(C)o2)C2CCS(=O)(=O)C2)cc1 (configuration not stated)	-4%[76.3 µM]	16%
COc1cc2c(cc1NC(=O)C(C)Oc1ccc(Cl)cc1Cl)oc1ccccc12 (configuration not stated)	15%[76.3 µM]	-12%
Cc1ccc(CN2COc3c(Cl)cc4c(-c5ccccc5)cc(=O)oc4c3C2)cc1	11%[76.3 µM]	2%
Cc1ccc(-c2nnc(Nc3cccc(O)c3)c3ccccc23)cc1S(=O)(=O)N1CCN(C)CC1	-13%[76.3 µM]	-3%

The listing continues.
mol	GAA glycogen	SMN2 splice up
CC(=O)N1CCc2cc(S(=O)(=O)NC(CC(C)C)C(=O)NCCc3ccccc3)ccc21 (configuration not stated)	15%[76.3 µM]	5%
CCOc1cc(C2NC(=O)c3c(sc4c3CCN(C)C4)N2)ccc1OC(=O)c1ccc(F)cc1 (configuration not stated)	-4%[76.3 µM]	-11%
CCCOc1cccc(C(=O)N(Cc2cc(OC)c(OC)c(OC)c2)C2CCS(=O)(=O)C2)c1 (configuration not stated)	10%[76.3 µM]	-4%
CCOC(=O)c1c(NC(=O)c2cc3ccccc3c(=O)o2)sc2c1CCCC2	2%[76.3 µM]	-2%
COc1cc(NC(=O)CCS(=O)(=O)c2ccc3c(c2)n(C)c(=O)c(=O)n3C)cc(OC)c1	-6%&10%[76.3 µM]	-4%
CCOc1ccccc1C(=O)Oc1c(Sc2ccccc2)c(C)nn1C(C)(C)C	12%[76.3 µM]	-3%
COc1ccc(C)cc1-n1nnc(S(=O)(=O)c2ccc(C)cc2)c1C	6%[76.3 µM]	-1%
Cc1ccc(CCNC(=O)c2cc3c(-c4ccccc4F)nn(C)c3s2)cc1	3%[76.3 µM]	-12%
Cc1cccc(C)c1OCCn1c(C2CC(=O)N(c3cccc(Cl)c3)C2)nc2ccccc21 (configuration not stated)	5%[76.3 µM]	3%
Cc1ccc(CNC(=O)c2c(O)nc3cc(C)ccn3c2=O)cc1	21%[76.3 µM]	-4%
COc1ccccc1CNC(=O)Cn1ncn2c(cc3sccc32)c1=O	12%[76.3 µM]	1%
CCCSc1nc2sc3c(c2c(=O)n1-c1cccc(Br)c1)CC(C)(C)OC3	-4%[76.3 µM]	-10%
O=C(NCCCN1CCN(c2ccccc2F)CC1)c1ccc2nc(N3CCCCC3)sc2c1	-7%[76.3 µM]	5.6µM*
CC(CCO)Nc1nc2c(c(=O)n(C)c(=O)n2C)n1Cc1ccc(Br)cc1 (configuration not stated)	-1%[76.3 µM]	1%
CCOc1ccc(-c2nnc(Nc3ccc(S(N)(=O)=O)cc3)c3ccccc23)cc1	-5%[76.3 µM]	-5%
O=C(CCS(=O)(=O)c1cc(Br)cc2c1N(C(=O)C1CC1)CC2)NCc1ccccc1Cl	1%[76.3 µM]	-8%
Cn1c(=O)n(C)c2cc(N3CCCCC3)c(NC(=O)c3c(F)cccc3F)cc21	12%[76.3 µM]	-8%
CC(C)C[C@H](N)c1nnc(SCc2ccc(Cl)cc2Cl)o1	13%[76.3 µM]	-4%
CCc1cccc(CC)c1-n1nnc2c(sc3nc(C)cc(C)c32)c1=O	11%[76.3 µM]	-5%
CCOC(=O)c1c(NC(=O)c2cc(C)on2)sc(C)c1C	6%[76.3 µM]	-9%
Cc1ccccc1S(=O)(=O)Cc1ccc(C(=O)NC2CCCCC2)o1	-3%&-3%[76.3 µM]	-24%
Cc1ccc(N2CCN(C(=O)c3cn(C)c4ccc(S(=O)(=O)N(C)C)cc4c3=O)CC2C)cc1 (configuration not stated)	-11%[76.3 µM]	-12%
COC(=O)c1ccccc1NC(=O)c1cc(=O)c2ccc(C)c(C)c2o1	-7%[76.3 µM]	1%
CCC1=Nc2cc(C(=O)NC3CCCC3)ccc2Sc2ccc(Cl)cc21	15%[76.3 µM]	-21%
CCCOc1ccc(CN(C(=O)Cc2coc3ccc(CC)cc23)C2CCS(=O)(=O)C2)cc1 (configuration not stated)	-13%[76.3 µM]	-15%
O=C(NCc1ccccc1Cl)c1ccc(Nc2nc3ccccc3n3nnnc23)cc1	-3%[76.3 µM]	10%
O=C(c1ccco1)c1cn(CCOc2ccc(Cl)cc2)c2ccccc12	-7%[76.3 µM]	18%
Cc1cc(N2CCCCC2)nc2ccc(NC(=O)c3ccc(F)cc3)cc12	0%[76.3 µM]	-17%
CCOc1ccc(NC(=O)c2cc3c(C)nn(-c4ccccc4)c3s2)cc1	7%[76.3 µM]	11%
CC1=C(C(=O)Nc2ccccc2C)C(c2ccncc2)n2nc(SCc3ccccc3)nc2N1 (configuration not stated)	14%[76.3 µM]	-2%
Cc1ccc(NC(=O)C2CCCN(S(=O)(=O)c3ccc(F)cc3)C2)cc1 (configuration not stated)	10%[76.3 µM]	-13%
COc1ccccc1NC(=O)Cn1c(=O)oc2cc(S(=O)(=O)NCc3ccccc3)ccc21	-4%[76.3 µM]	-26%
COCc1cc(C)nc2c1C(=O)NC(c1ccc(Br)cc1)N2Cc1ccccc1 (configuration not stated)	4%[76.3 µM]	1%
COc1ccccc1CNC(=O)CCc1c(C)c2ccc(OC)c(C)c2oc1=O	9%[76.3 µM]	-10%
O=C1CN(C(=O)c2ccc(S(=O)(=O)N3CCCC3)cc2)C(c2ccc(F)cc2)c2cc(Br)ccc2N1 (configuration not stated)	-11%[76.3 µM]	10%
Cc1cc(C)c2c(n1)SCC(=O)N2CC(=O)Nc1c(C)cccc1C	17%&-14%[76.3 µM]	0%
CC(C)NC(=O)CCn1c(SCc2c(F)cccc2Cl)nc2c(sc3ccccc32)c1=O	17%[76.3 µM]	1%
CC1=C(C(=O)OC2CCCCCC2)C(c2ccc(Cl)cc2Cl)CC(=O)N1 (configuration not stated)	1%[76.3 µM]	-5%
COc1ccc(NC(=O)C2CCCN(S(=O)(=O)c3cccc4nonc34)C2)cc1Cl (configuration not stated)	2%[76.3 µM]	-3%
CCc1ccc(-n2c(-c3ccccc3)c(C)n3c4c(=O)n(C)c(=O)n(C)c4nc23)cc1	-6%[76.3 µM]	4%
COc1ccc(NC(=O)CSc2nc(-c3ccccc3)[nH]c2-c2ccccc2)cc1OC	-7%[76.3 µM]	-12%
CCn1c(=O)n(-c2ccc(C)c(F)c2)c(=O)c2sc3ccccc3c21	9%[76.3 µM]	-8%
O=C(Nc1cc(-c2nc3cc(Cl)ccc3o2)ccc1Cl)c1ccco1	10%[76.3 µM]	21%
CCc1cccc(NC(=O)Cn2nc(-c3cc(C)ccc3C)ccc2=O)c1	7%[76.3 µM]	1%
COc1ccc(Cn2c(CCC(=O)Nc3ccc(OC)c(Cl)c3)nc3cccnc32)cc1	0%[76.3 µM]	-7%
Cn1cc(C(=O)NCCc2ccccc2)c(=O)c2cc(S(=O)(=O)N3CCCCCC3)ccc21	-9%[76.3 µM]	2%
COc1ccc(S(=O)(=O)c2nnn(-c3ccccc3F)c2C)cc1	18%[76.3 µM]	-14%
CCc1cccc(NC(=O)Cn2c(=O)n(CC3CCC(C(=O)NCCc4ccccc4)CC3)c(=O)c3ccccc32)c1 (configuration not stated)	0%[76.3 µM]	-8%
CC(C)CC(=O)N1CC(=O)Nc2ccc(F)cc2C1c1ccccc1 (configuration not stated)	5%	-1%
COc1ccc(-c2cc(C(=O)Nc3c(C)nn(Cc4ccc(C)cc4)c3C)no2)cc1OC	-7%[76.3 µM]	-17%

Random excerpt: 5 records from the list, in no set order.
mol	GAA glycogen	SMN2 splice up
O=C(Nc1cc(-c2nc3cc(Cl)ccc3o2)ccc1Cl)c1ccco1	10%[76.3 µM]	21%
Cc1ccccc1S(=O)(=O)Cc1ccc(C(=O)NC2CCCCC2)o1	-3%&-3%[76.3 µM]	-24%
Cc1ccc(CNC(=O)c2c(O)nc3cc(C)ccn3c2=O)cc1	21%[76.3 µM]	-4%
CCOc1ccc(NC(=O)c2cc3c(C)nn(-c4ccccc4)c3s2)cc1	7%[76.3 µM]	11%
COc1ccccc1CNC(=O)CCc1c(C)c2ccc(OC)c(C)c2oc1=O	9%[76.3 µM]	-10%

(cont.)
mol	GAA glycogen	SMN2 splice up
COc1ccc(NC(=O)CC2C(=O)N(c3cccc(OC)c3)C(=O)N2Cc2ccc3c(c2)OCO3)cc1 (configuration not stated)	-4%[76.3 µM]	-9%
CCc1nn(CC(=O)NC(C)C)c(=O)c2cc3cc(F)ccc3n12	10%[76.3 µM]	-3%
CCc1ccccc1N(C)C(=O)Cn1cnc2sc(C)c(S(=O)(=O)N3CCC(C)CC3)c2c1=O	11%[76.3 µM]	-2%
Cc1cc(=O)[nH]c(SCC(=O)N2CCN(c3ccccc3)CC2)n1	?	0%
